# High-throughput results deposited in PubChem by several laboratories.
# Scp1 inh: inhibitors of human Scp-1 phosphatase | Q9GZU7 | Recombinant Scp1, phosphopeptide, malachite green phosphate absorbance | inhibition, % at 20 µM | 0.88% of 340,000 active | AID 493091;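 active = inhibition above about 50% at 20 µM, limit read from the data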;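 note: plate controls were DMSO wells with enzyme for no effect and wells lacking enzyme for full effect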
#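 Material: truncated SCP-1 phosphatase (76-261aa) / Buffer or medium: 50 mM Tris acetate pH 5.5, 0.005% Tween-20, 10 mM MgCl2 / Compound dosing: one concentration, 20 µM, with 1.0% DMSO / Incubation: 45 min room-temperature reaction, 5 min colour, 30 min stabiliser / Detection: colorimetric free-phosphate detection, absorbance 630 nm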
# Tb MetRS inh: blocks T. brucei methionyl-tRNA synthetase activity; purified T. brucei MetRS, ATP depletion, Kinase-Glo luminescence; inhibition, % at 11.9 µM; 0.4% of 360,000 active;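 active = inhibition above a per-plate cutoff of the control wells' mean inhibition plus 3 SD, cut at about 5.5% in these data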;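 note: 0% = DMSO wells median and 100% = median of wells with control inhibitor compound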
#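 Dosing: 11.9 µM single point; system: parasite MetRS enzyme; technique: luminescence of leftover ATP; times: 15 min enzyme-compound preincubation, 2 h reaction, 10 min detection, 25 °C; replicates: each compound tested once; read-out basis: percent inhibition relative to median high and low control wells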
# MsrA inh: inhibits bovine methionine sulfoxide reductase A | 0.75% of 360,000 active | purified bovine MsrA, absorbance read-out | inhibition, % at 15.5 µM | AID 651718; in the data active = inhibition above about 4.5%;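 note: 0% = vehicle wells with enzyme and 100% = reference inhibitor wells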
# DNMT1 block: DNMT1 (human) enzyme inhibition; P26358; DNMT1 molecular beacon, Hinp1I cleavage, fluorescence; inhibition (reported as % activation of signal), % at 10 µM; 0.83% of 360,000 active; AID 588458; in the data active = inhibition above about 50%
# Rpn11 inh: blocks the human proteasome subunit Rpn11; calls only at 20 µM; human 26S proteasome, Ub4-pepOG fluorescence polarization; 20S core pre-blocked with epoxomicin; 0.59% of 360,000 active; O00487;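 active = inhibition at 20 µM, scaled to each plate's controls, above about 33%, limit read from the data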
# Target sequence (O00487 whole entry, looked up): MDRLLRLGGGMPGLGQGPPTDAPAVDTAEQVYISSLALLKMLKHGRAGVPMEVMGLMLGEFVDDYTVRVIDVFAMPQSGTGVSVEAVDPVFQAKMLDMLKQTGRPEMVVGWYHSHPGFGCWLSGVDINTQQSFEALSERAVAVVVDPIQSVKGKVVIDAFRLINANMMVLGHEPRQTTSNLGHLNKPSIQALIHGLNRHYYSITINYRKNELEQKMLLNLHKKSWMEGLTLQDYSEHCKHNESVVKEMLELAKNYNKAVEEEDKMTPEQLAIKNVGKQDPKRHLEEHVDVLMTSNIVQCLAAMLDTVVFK
# NadD block: inhibitors of Staphylococcus aureus NadD. purified NadD enzyme, colorimetric absorbance read-out. inhibition, % at 20 µM. 0.78% of 360,000 active. AID 602399; in the data active = inhibition above about 26%; note: some compounds past the cut are filed as inactive
# STEP block: blocks human striatal-enriched tyrosine phosphatase; P54829; recombinant STEP, OMFP fluorogenic substrate, fluorescence; inhibition, % at 20 µM; 0.25% of 360,000 active;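 active = inhibition at 20 µM, scaled per plate between control wells, above about 37%, limit read from the data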;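 note: 0% = DMSO with enzyme and substrate and 100% = substrate only without enzyme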
# Target sequence (P54829 whole entry, looked up): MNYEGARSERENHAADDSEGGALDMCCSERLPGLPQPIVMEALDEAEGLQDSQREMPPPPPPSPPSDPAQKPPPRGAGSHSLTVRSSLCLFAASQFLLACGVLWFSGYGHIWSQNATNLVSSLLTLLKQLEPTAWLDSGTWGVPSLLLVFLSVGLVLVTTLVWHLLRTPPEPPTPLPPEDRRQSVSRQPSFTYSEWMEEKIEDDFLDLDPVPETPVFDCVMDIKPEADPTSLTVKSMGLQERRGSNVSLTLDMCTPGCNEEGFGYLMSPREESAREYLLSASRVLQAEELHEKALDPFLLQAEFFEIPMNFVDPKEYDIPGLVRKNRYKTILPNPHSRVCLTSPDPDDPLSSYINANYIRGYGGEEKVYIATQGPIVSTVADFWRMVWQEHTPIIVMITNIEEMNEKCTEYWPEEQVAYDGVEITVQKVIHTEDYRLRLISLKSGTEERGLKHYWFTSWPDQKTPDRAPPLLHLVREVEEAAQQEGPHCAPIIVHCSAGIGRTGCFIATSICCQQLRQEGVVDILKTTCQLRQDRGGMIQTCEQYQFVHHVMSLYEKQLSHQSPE
#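 medium = Bis-Tris buffer pH 6.0, 2.5 mM DTT, 0.005% Tween 20 | test system = STEP (striatal-enriched tyrosine phosphatase) enzyme, cell-free | measure = normalized % inhibition | compound dosing = 20 µM, 1% DMSO | also added = 25 µM OMFP | schedule = reaction 20 min, ambient temperature | measured by = fluorescence read at 480 nm ex / 540 nm em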
# SUMO1-SIM PPI: modulators of human SUMO1-mediated protein-protein interactions; P63165; SUMO1 binding to a labelled peptide, TR-FRET, 1 h; inhibition, % at 20 µM; 0.33% of 360,000 active; in the data active = inhibition above about 37%
# Target sequence (P63165 whole entry, looked up): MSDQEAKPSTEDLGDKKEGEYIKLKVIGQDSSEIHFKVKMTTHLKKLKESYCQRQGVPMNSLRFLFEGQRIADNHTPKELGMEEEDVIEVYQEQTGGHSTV
# LMPTP inh: LMPTP (human) inhibition. P24666. recombinant LMPTP-A, OMFP fluorogenic substrate, fluorescence intensity. inhibition, % at 20 µM. 0.22% of 360,000 active. AID 651560;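 active = compounds that cut the enzyme signal by at least half of the control window in the single-dose screen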;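 note: plate controls were DMSO wells with enzyme plus substrate for no effect and substrate without enzyme for full effect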
#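 Assay system: LMPTP-A phosphatase enzyme | Input: 0.625 nM enzyme | Also added: Fluorogenic phosphatase substrate OMFP at 400 µM final | Compound dosing: One test concentration per compound, 20 µM, with 3% DMSO overall | Schedule: 50 min enzyme reaction at room temperature, protected from light | Signal: Fluorescence intensity | Benchmarks: no-enzyme and uninhibited controls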
# CSN deneddyl inh: CSN deneddylation inhibition; Q92905; AID 651999; inhibition, % at 12.5 µM; Purified CSN, SCF-Nedd8-OG deneddylation, fluorescence polarization; 0.38% of 360,000 active;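 active = pattern-corrected inhibition above about 35%, with an unprinted fluorescence ratio check between 0.5 and 1.5, limit read from the data, passing the limit was not always enough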;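 note: 0% = enzyme with substrate and 100% = substrate without enzyme; some results filed as inactive read as strong as hits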
#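 Material: human Csn5 produced in HEK293T cells; Input: enzyme 0.24 nM; Reagent: SCFSkp2-Nedd8OG substrate at 10 nM final; Dosing: 12.5 µM compound; Incubation: 90 min reaction at room temperature; Detection: fluorescence polarization of the substrate; Evaluation: % inhibition of substrate cleavage by Csn5; Control set: substrate-only high control, full reaction low control.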
# * hit, by the source's call; i = inactive; / = no result given.
SMILES,Scp1 inh,Tb MetRS inh,MsrA inh,DNMT1 block,Rpn11 inh,NadD block,STEP block,SUMO1-SIM PPI,LMPTP inh,CSN deneddyl inh
COc1cccc(/C=N/NC(=O)C[n+]2ccccc2)c1O,-12.8,0.5,1.0,1.9,i,-3.2,-1.2,-5.4,-1.6,-3.0
COc1cccc(C(C(=O)Nc2ccc(F)cc2)N(C(=O)Cn2nnc3ccccc32)C2CC2)c1 (centres undefined),-8.0,-0.6,0.3,-1.6,i,4.7,-9.9,-3.5,0.7,4.7
Cc1cccc(NC(=O)CN2C(=O)CCS(=O)(=O)c3ccccc32)c1C,-6.2,0.1,0.0,-0.3,i,-2.0,-0.8,-0.8,-1.3,6.5
COc1ccc(CN2C[C@H]3CON(C)[C@H]3C[C@H]2c2ccc(-c3cccc(F)c3)cc2)cc1,/,0.0,-0.1,-13.2,i,-5.8,0.6,2.1,5.6,-4.6
Oc1ccc2ccccc2c1CNc1ccc(Br)cn1,0.4,2.7,-0.6,-9.1,i,2.5,0.6,-0.7,2.3,3.6
CCOC(=O)CC1=C(C(=O)OCC)C(c2ccc(C)o2)C(C#N)=C(N)O1 (centres undefined),-6.7,-0.6,2.0,0.1,i,0.4,0.6,-7.9,-0.7,-9.8
O=C(Nc1ccnn1C1CCN(C(=O)Cc2cccc(Cl)c2)CC1)C1CC1,1.0,-0.3,-1.3,-0.4,i,-6.8,-0.9,-2.5,-1.3,-2.5
Clc1nc(CN2CCCCC2)nc2sc3c(c12)CCC3,-12.7,-0.6,0.1,9.5,i,3.8,-2.7,-0.2,0.0,2.8
CC1CN(C(=O)c2ccccc2NS(=O)(=O)c2cccc([N+](=O)[O-])c2)CC(C)O1 (centres undefined),-0.8,-0.3,0.6,65.4*,i,4.4,-0.1,-11.6,-0.6,-6.4
OCCC1CN(Cc2ccc(C(F)(F)F)cc2)CCN1Cc1ccccc1 (centres undefined),-5.5,-0.6,-0.2,5.5,i,-3.9,-0.4,2.5,-0.5,4.7
Cc1ccc(C)c(NC(=O)CCC(=O)N/N=C/c2ccc3c(c2)OCO3)c1,-8.0,-0.4,3.6,-5.0,i,-5.7,-0.1,-6.3,-0.6,3.1
CCn1ncc(NC(=S)NCCc2ccccc2)c1C(N)=O,-3.5,-1.0,-0.4,-1.2,i,3.0,1.8,0.2,-0.7,4.6

# Two consecutive records already listed, for reference:
SMILES,Scp1 inh,Tb MetRS inh,MsrA inh,DNMT1 block,Rpn11 inh,NadD block,STEP block,SUMO1-SIM PPI,LMPTP inh,CSN deneddyl inh
Cc1ccc(C)c(NC(=O)CCC(=O)N/N=C/c2ccc3c(c2)OCO3)c1,-8.0,-0.4,3.6,-5.0,i,-5.7,-0.1,-6.3,-0.6,3.1
CCn1ncc(NC(=S)NCCc2ccccc2)c1C(N)=O,-3.5,-1.0,-0.4,-1.2,i,3.0,1.8,0.2,-0.7,4.6

# (next part)
SMILES,Scp1 inh,Tb MetRS inh,MsrA inh,DNMT1 block,Rpn11 inh,NadD block,STEP block,SUMO1-SIM PPI,LMPTP inh,CSN deneddyl inh
O=C(N/C(=C/c1ccccc1)C(=O)N1CCCCC1)c1ccco1,-7.6,0.2,0.1,-0.4,i,1.2,1.0,2.8,0.1,0.8
O=C(CCCn1c(=O)c2sccc2n(CC(=O)OCc2ccccc2)c1=O)NCc1ccco1,-5.6,-0.5,-0.1,-0.3,i,7.5,-6.0,2.4,-1.8,1.8
Cc1ccnc(NC(=O)CN2C(=O)NC(C)(c3ccc4ccccc4c3)C2=O)c1 (centres undefined),-5.7,-0.1,0.4,-1.0,i,2.8,0.6,-1.2,-7.9,3.5
O=C(O)c1ccc(CSc2nnc(-c3ccncc3)n2-c2ccc(Br)cc2)cc1,-1.1,-0.5,0.9,0.8,i,-0.3,1.6,1.6,0.6,3.9
CC(C)c1ccc(N(CC(=O)N2CCOCC2)S(C)(=O)=O)cc1,5.5,-0.6,-1.4,0.1,i,-2.7,-0.6,3.5,-3.2,-0.7
Cc1cc(C(=O)CSc2nnc(-c3ccc(F)cc3)o2)c(C)n1CC1CCCO1 (centres undefined),-8.9,0.2,1.2,-0.7,i,-6.1,-0.2,-1.3,1.1,1.9
O=C1CCN(C(=O)Cc2ccccc2)c2ccccc21,/,0.1,2.1,-0.5,i,-1.9,-3.1,0.1,-2.2,1.8
C/C(Cc1ccccc1)=N/NC(=O)CCCC(=O)N/N=C(/C)Cc1ccccc1,29.8,0.3,0.6,-1.1,i,-0.6,4.2,0.6,-0.9,0.7
Nc1c(C(=O)Nc2ccc(Cl)c(C(=O)O)c2)sc2nc3c(cc12)CCCC3,-1.6,-0.1,3.0,0.4,i,7.0,1.6,3.5,-1.2,0.3
Cc1ccc(C(O)c2ncc(-c3ccccc3C)[nH]2)cc1F (centres undefined),/,-0.2,0.2,1.4,i,-2.4,-2.4,5.0,-1.5,7.0
CC(NC(=O)c1ccco1)C(=O)N1CCN(S(=O)(=O)c2ccccc2C#N)CC1 (centres undefined),-3.3,-0.5,3.2,10.4,i,-0.7,-6.0,-5.1,-0.7,-0.5
CO[C@@H]1CN(C)C(=O)c2cc(NC(=O)NC3CCCCC3)ccc2OC[C@@H](C)N(CC2CCOCC2)C[C@@H]1C,/,-0.1,0.0,/,/,/,/,6.6,-1.7,-4.5
O=C(CSc1nc2cc(Cl)ccc2o1)Nc1ccc(N2CCOCC2)cc1,-8.4,0.1,/,-1.8,i,-1.2,-0.2,1.6,0.3,1.2
Cc1ccc(C(C)C)c(OCC#CCN2CCOCC2)c1,-8.3,-0.5,-0.6,-0.3,i,3.5,0.8,3.5,-0.4,0.6
Cc1noc(C(=O)N2CC3(C)CC2CC(C)(C)C3)c1Cl (centres undefined),-2.8,-0.2,2.5,5.2,i,-5.6,3.6,5.3,-0.4,2.8
O=S(=O)(c1cccs1)N1CCN(CC(O)COC2CCCc3ccccc32)CC1 (centres undefined),-2.2,-0.1,0.0,0.9,i,-0.3,1.2,-1.3,-1.9,-1.1
Cn1nc(C(=O)NNC(=O)C(CCC(N)=O)NS(=O)(=O)c2ccc(Cl)cc2)c2ccccc2c1=O (centres undefined),-0.1,-0.1,-0.2,3.7,i,4.5,0.1,-1.6,-0.9,-1.0
COc1ccc(NC(=O)Nc2ccc(C(=O)N3CCOCC3)cc2)c(OC)c1,-3.7,-0.7,1.6,3.6,i,-5.2,-2.2,-1.0,-0.2,0.7
Cc1cccc(Oc2coc3cc(OC(=O)c4cccs4)ccc3c2=O)c1,-12.2,0.1,1.1,6.5,i,-6.3,2.9,-0.9,3.6,3.1
NC(=O)c1cc(S(=O)(=O)N2CCc3ccccc3C2)cs1,-12.3,-0.2,-0.7,-1.7,i,1.2,-2.2,2.7,-4.3,3.9
O=C(CN(C(=O)c1csnn1)c1ccc(F)cc1)NCc1ccc2c(c1)OCO2,-5.5,0.3,-0.5,-0.3,i,5.5,2.6,-1.5,-1.4,-4.7
Cc1ccc(C2(C)NC(=O)N(CC(=O)Nc3ccc(S(=O)(=O)Nc4nccs4)cc3)C2=O)cc1 (centres undefined),-2.0,-0.6,1.0,3.8,i,7.6,2.3,13.8,2.1,8.1
O=C(O)c1ccc(-n2ccnc2)c([N+](=O)[O-])c1,0.0,0.1,0.0,3.0,i,-0.3,-1.2,-14.0,0.1,1.5
C/C(=N\NC(=O)C1CC1)c1ccc(Cl)c(Cl)c1,5.5,-1.3,-0.1,6.1,i,-1.5,15.0,-6.6,0.3,-2.2
O=C(NCCCc1ccccc1)c1ccccc1O,-10.7,0.2,-0.4,-2.8,i,-4.8,2.5,-1.1,-0.3,2.6
Cc1ccccc1CS(=O)(=O)CCC(=O)O,2.2,-0.6,-0.9,0.6,i,-0.8,2.2,0.3,0.2,1.9
COc1ccc([N+](=O)[O-])cc1N(CC(=O)NCCCOC(C)C)S(C)(=O)=O,-4.7,0.0,0.7,-1.6,i,-3.7,-1.1,-2.4,-2.4,5.3
C/C(Cn1nc([N+](=O)[O-])cc1C)=N\NC(=O)COc1c(Cl)cc(Cl)cc1Cl,-9.1,0.5,-0.5,2.3,i,-5.7,0.1,-6.5,-0.4,-0.3
O=C(O)CC12CC3CC(C1)CC(n1ncc(N4CCC5(CC4)OCCO5)c(Cl)c1=O)(C3)C2,-0.8,1.0,1.9,-1.4,i,0.6,0.1,-10.9,-1.5,0.9
O=c1c(Cl)c(Cl)cnn1Cc1ccc(F)cc1,-4.0,-0.3,2.2,10.7,i,-1.9,-0.2,-4.0,-1.8,-3.5
CC1CCN(S(=O)(=O)c2c[nH]c(=O)[nH]c2=O)CC1,-2.8,0.3,-1.2,1.7,i,-0.5,-1.2,0.8,-1.2,1.1
O=C(NCCCN1CCCC1=O)c1cncc(Br)c1,8.3,-0.8,0.2,-1.7,i,-3.0,-2.7,-4.1,-1.5,0.0
Cc1cccc(CN2CCN(c3ccccn3)CC2)c1,-7.0,0.2,0.2,-3.7,i,3.8,-1.9,-3.9,-0.8,10.2
Cc1nc(NS(=O)(=O)c2ccccc2)sc1C(C)(C)C,-6.5,0.5,-1.8,-0.6,i,1.4,1.9,1.5,0.0,2.0

# Compounds from the list above that have a thiophene ring, fused or not:
SMILES,Scp1 inh,Tb MetRS inh,MsrA inh,DNMT1 block,Rpn11 inh,NadD block,STEP block,SUMO1-SIM PPI,LMPTP inh,CSN deneddyl inh
Clc1nc(CN2CCCCC2)nc2sc3c(c12)CCC3,-12.7,-0.6,0.1,9.5,i,3.8,-2.7,-0.2,0.0,2.8
O=C(CCCn1c(=O)c2sccc2n(CC(=O)OCc2ccccc2)c1=O)NCc1ccco1,-5.6,-0.5,-0.1,-0.3,i,7.5,-6.0,2.4,-1.8,1.8
Nc1c(C(=O)Nc2ccc(Cl)c(C(=O)O)c2)sc2nc3c(cc12)CCCC3,-1.6,-0.1,3.0,0.4,i,7.0,1.6,3.5,-1.2,0.3
O=S(=O)(c1cccs1)N1CCN(CC(O)COC2CCCc3ccccc32)CC1 (centres undefined),-2.2,-0.1,0.0,0.9,i,-0.3,1.2,-1.3,-1.9,-1.1
Cc1cccc(Oc2coc3cc(OC(=O)c4cccs4)ccc3c2=O)c1,-12.2,0.1,1.1,6.5,i,-6.3,2.9,-0.9,3.6,3.1
NC(=O)c1cc(S(=O)(=O)N2CCc3ccccc3C2)cs1,-12.3,-0.2,-0.7,-1.7,i,1.2,-2.2,2.7,-4.3,3.9
